Screens from PubChem.
ALOX12 inh: blocks human arachidonate 12S-lipoxygenase; P18054; purified 12hLO, xylenol orange hydroperoxide absorbance; Potency, µM (titrated, usually from 108 µM), inactives show at the top dose activity change, negative = inhibition, most hits filed as inhibitors; hit rate 1.1% among 580,000; AID 1671190; active = well fitted inhibition curve with a large enough effect; inconclusive = small, poorly fitted or top-dose-only effect, or another doubt; inactive = no such curve, though single readings can be large or run the other way
Target sequence (P18054 whole entry, looked up): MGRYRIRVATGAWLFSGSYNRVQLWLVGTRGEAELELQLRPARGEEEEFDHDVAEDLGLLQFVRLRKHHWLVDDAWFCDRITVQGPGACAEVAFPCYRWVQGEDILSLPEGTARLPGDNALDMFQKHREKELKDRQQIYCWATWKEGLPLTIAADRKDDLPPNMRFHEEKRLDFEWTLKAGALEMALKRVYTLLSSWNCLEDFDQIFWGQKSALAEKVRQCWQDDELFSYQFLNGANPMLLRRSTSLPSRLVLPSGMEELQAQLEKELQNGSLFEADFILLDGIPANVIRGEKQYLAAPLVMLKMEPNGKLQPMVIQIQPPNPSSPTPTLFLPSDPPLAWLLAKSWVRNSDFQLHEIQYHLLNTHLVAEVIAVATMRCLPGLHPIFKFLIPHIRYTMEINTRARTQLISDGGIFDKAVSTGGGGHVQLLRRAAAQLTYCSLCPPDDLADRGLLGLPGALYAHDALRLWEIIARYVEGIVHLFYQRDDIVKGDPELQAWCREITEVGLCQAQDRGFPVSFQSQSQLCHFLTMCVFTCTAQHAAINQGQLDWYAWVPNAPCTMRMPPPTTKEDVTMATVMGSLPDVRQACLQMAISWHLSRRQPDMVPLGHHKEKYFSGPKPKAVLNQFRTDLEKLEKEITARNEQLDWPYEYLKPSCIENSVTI
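Purified human 12hLO at 150 nM in 25 mM Hepes, 0.01% Triton X-100, pH 7.0, preincubated 15 min at room temperature with compound. Reaction started with 40 uM arachidonic acid, 30 min at room temperature. Hydroperoxide measured by Fe-xylenol orange, 573/405 nm absorbance ratio.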
* marks the source's active call; other numbers are inactive results; [ ] = another dose, or the depositor's remark. % is scaled to controls: 0 for no effect and ±100 for the full control effect; potency is read from the fitted curve at half-maximal effect.

The opening six entries as a preview:
Results for CC(=O)N1CCc2nc(C(C)C)nc(-c3ccc(O)cc3)c2C1 ?
ALOX12 inh: 8%[176 µM]

What do the screens show for `C1CCC2(CC1)C(OCC1CC1)CN2C1CCNCC1` (stereo not given)?
ALOX12 inh: 56%[activator]

Results for CCOCc1nc(C2CCCN(C(=O)Nc3ccccc3)C2)no1 (stereo not given) ?
ALOX12 inh: 31%[activator]

Results for COc1ccc(CCNc2nc(C)nc3sc4c(c23)CCCC4)cc1OC ?
ALOX12 inh: -21%

How did CCCCn1c(=O)n(CC(=O)c2cc(C)n(C)c2C)c(=O)c2c1ncn2Cc1ccccc1 do in these assays?
ALOX12 inh: -16%

How did O=C(Cc1cccc(Cl)c1)N1CCC([C@@H]2CNC[C@H]2CO)CC1 do in these assays?
ALOX12 inh: 7%

All compounds of this part, repeating the preview:
Results for CC(=O)N1CCc2nc(C(C)C)nc(-c3ccc(O)cc3)c2C1 ?
ALOX12 inh: 8%[176 µM]

What do the screens show for `C1CCC2(CC1)C(OCC1CC1)CN2C1CCNCC1` (stereo not given)?
ALOX12 inh: 56%[activator]

Results for CCOCc1nc(C2CCCN(C(=O)Nc3ccccc3)C2)no1 (stereo not given) ?
ALOX12 inh: 31%[activator]

Results for COc1ccc(CCNc2nc(C)nc3sc4c(c23)CCCC4)cc1OC ?
ALOX12 inh: -21%

How did CCCCn1c(=O)n(CC(=O)c2cc(C)n(C)c2C)c(=O)c2c1ncn2Cc1ccccc1 do in these assays?
ALOX12 inh: -16%

How did O=C(Cc1cccc(Cl)c1)N1CCC([C@@H]2CNC[C@H]2CO)CC1 do in these assays?
ALOX12 inh: 7%

Results for CC1(CNc2ccccc2)COc2ccc(C(=O)N3CCN(c4ccccn4)CC3)cc2N1 (stereo not given) ?
ALOX12 inh: -11%

Results for Cc1ccc2c(C(=O)NCc3ccc(F)c(Cl)c3)cc(NC(=O)C(C)C)cc2n1 ?
ALOX12 inh: 13%

Results for N#CC(C#N)=NNc1ccc2cn[nH]c2c1 ?
ALOX12 inh: inconclusive

How did CC(=O)NCCNC(=O)C1(C)Cc2c(-c3ccc(C(N)=O)cc3)ccnc2O1 (stereo not given) do in these assays?
ALOX12 inh: -1%

How did CCOc1ccc(-c2cc(-c3nc(-c4cccnc4)no3)[nH]n2)cc1 do in these assays?
ALOX12 inh: 6%

How did COc1cccc(N2C(=O)NC(=NC3CCCCC3)C23CCN([S+](=O)([O-])c2ccccc2)C3)c1 (stereo not given) do in these assays?
ALOX12 inh: 8%[6.33 µM]

How did Cc1c(-c2cccc(Cl)c2)nc2ccccc2c1C(=O)NC1CCCCCC1 do in these assays?
ALOX12 inh: inconclusive

Results for Cc1c(-c2ccccc2)oc2c(C(=O)N3CCN(Cc4ccccc4)CC3)cccc2c1=O ?
ALOX12 inh: -6%

How did CCCCOc1ccc(NC(=O)COc2ccc(C)c(C)c2)c2cccnc12 do in these assays?
ALOX12 inh: -14%

What do the screens show for `COc1ccccc1CCn1cnc(-c2ccc(F)cc2)c1C(C)C`?
ALOX12 inh: inconclusive

How did Cn1c(=O)[nH]c(=O)c2c1nc(NCCc1ccccc1)n2Cc1cccc2ccccc12 do in these assays?
ALOX12 inh: -16%

What do the screens show for `Clc1ccccc1-c1noc(CSc2nnc(N3CCOCC3)n2Cc2ccccc2)n1`?
ALOX12 inh: 18%

Results for Nc1ncc(C(=O)N2CCCC3(CCOC3)C2)c(-c2ccccc2)n1 (stereo not given) ?
ALOX12 inh: 21%

Results for Fc1cccc(Cc2c(-c3ccccc3)nc3ccc(Br)cn23)c1 ?
ALOX12 inh: 0%

Results for O=C1NC[C@@H](Cc2ccc(O)cc2)N(CCCCC2CCCCC2)C1=O ?
ALOX12 inh: inconclusive

How did COc1ccc(C)cc1C(=O)NC1CC(c2nnc(CN(C)C)n2C)C1 (stereo not given) do in these assays?
ALOX12 inh: 17%

Results for CCc1ccc(NC(=O)Cn2cccc2-c2nc(-c3ccc4c(c3)OCO4)no2)cc1 ?
ALOX12 inh: 20%

How did O=C(Cc1cccs1)N1CCCN(c2cc(-c3ccc(Br)cc3)[nH]n2)CC1 do in these assays?
ALOX12 inh: -15%

How did COc1ccc2c(C)c(CC(=O)Nc3nc4ccccc4[nH]3)c(=O)oc2c1 do in these assays?
ALOX12 inh: 0%

What do the screens show for `CNC(=O)[C@@H](c1ccccc1F)N1CCC[C@H]1C(=O)N1CCOCC1`?
ALOX12 inh: inconclusive

How did c1ccc2oc(-c3ccnc4ncnn34)cc2c1 do in these assays?
ALOX12 inh: 22%

How did CCOC(=O)C1=CCN(S(=O)(=O)c2ccc(C)cc2)C1c1cccc(Br)c1 (stereo not given) do in these assays?
ALOX12 inh: -24%

How did COc1cccc(/C(C)=N/NC(=O)C2CC2)c1 do in these assays?
ALOX12 inh: 69%[activator]

Results for CC(Oc1ccccc1)C(=O)NCc1nnc2ccc(-c3ccccc3)nn12 (stereo not given) ?
ALOX12 inh: 19%

How did CC(C)c1cccc(NC(=O)C2CCN(C(=O)c3ncn4c3COC(c3ccccc3)C4)CC2)c1 (stereo not given) do in these assays?
ALOX12 inh: 50%[activator]

Results for COc1ccc(Nc2nc(C)c(NC(=O)c3cccc(C)c3)c(Nc3ccc(OC)cc3)n2)cc1 ?
ALOX12 inh: 35µM*

How did CC(C)CNc1cccc2c1S(=O)(=O)N(Cc1ccc(F)cc1)[C@@H](C)[C@H](c1ccccc1)O2 do in these assays?
ALOX12 inh: 4%

How did O=C1Nc2ccccc2C12CN([S+](=O)([O-])c1cccc(C(F)(F)F)c1)C2 do in these assays?
ALOX12 inh: 3%[6.33 µM]

What do the screens show for `CC(NC(=O)c1ccc2c(c1)NC(=O)CS2)c1ccco1` (stereo not given)?
ALOX12 inh: inconclusive

Results for CC1(C(=O)Nc2ccc3c(c2)OCCO3)CSCC(=O)N1CC(F)(F)F (stereo not given) ?
ALOX12 inh: -1%

What do the screens show for `COc1ccccc1CCn1cnc(-c2ccccc2)c1C(C)C`?
ALOX12 inh: inconclusive

What do the screens show for `CCOC(=O)Cc1nnc(SC(C)C(=O)Nc2ccc(C)c(F)c2)n1C` (stereo not given)?
ALOX12 inh: 2%

How did COc1ccc(C(=O)N[C@H]2CO[C@H]3[C@@H]2OC[C@@H]3n2nnnc2Oc2ccc3c(c2)OCO3)cc1 do in these assays?
ALOX12 inh: 5%

What do the screens show for `COC(=O)C[C@@H]1C[C@H]2c3cc(NS(C)(=O)=O)ccc3O[C@H]2[C@H](CO)O1`?
ALOX12 inh: inconclusive

Results for CCCNc1nc(-c2ccc(Cl)cc2Cl)cs1 ?
ALOX12 inh: -10%

How did COc1cccc(Nc2nc(N)c(C(=O)c3ccc(OC)c(OC)c3OC)s2)c1 do in these assays?
ALOX12 inh: 1%

What do the screens show for `Cc1ccc(NC(=O)CN(C)C(=O)c2cccc(S(=O)(=O)N3CCc4ccccc4C3)c2)cc1`?
ALOX12 inh: 2%

What do the screens show for `Cc1sc2ccn(C)c(=O)c2c1C(=O)NCc1cccc(F)c1`?
ALOX12 inh: 41%[activator]

What do the screens show for `COc1cc(/C=N/O)cc(I)c1O`?
ALOX12 inh: inconclusive

What do the screens show for `CC(=O)c1cccc2c1OC(C)C(=O)N2Cc1ccc(Cl)cc1` (stereo not given)?
ALOX12 inh: inconclusive

Results for O=C(COc1ccccc1)Nc1cccc(-c2nc3cc(Cl)ccc3o2)c1 ?
ALOX12 inh: 0%

Results for Cc1ccc(CN2CC(C(=O)N3CCc4c(nc5cc(-c6ccccc6)[nH]n5c4=O)C3)CC2=O)cc1 (stereo not given) ?
ALOX12 inh: inconclusive

How did CCc1nc2c(OCCOc3ccccc3)cccn2c1N(C)C(=O)c1ccc(OC)cc1 do in these assays?
ALOX12 inh: -22%

How did CC1(CCC(=O)N2CCCC2C(=O)Nc2ccccc2Oc2cccnc2)CC1 (stereo not given) do in these assays?
ALOX12 inh: 6%

How did Cc1cc2c(c(=O)n1CCc1ccccc1)C(c1cccc(Cl)c1)C(C#N)=C(N)O2 (stereo not given) do in these assays?
ALOX12 inh: -17%

How did COc1cccc(-c2nn(-c3ccccc3)cc2C(=O)NCC(C)(C)N2CCOCC2)c1 do in these assays?
ALOX12 inh: inconclusive

What do the screens show for `O=c1cc(-c2ccccn2)oc2c(NCc3ccccc3)nccc12`?
ALOX12 inh: 11%[176 µM]

What do the screens show for `CN(C)c1cccc(-c2cn(C)c(=O)n3cc(CN4CCNC(=O)C4)nc23)c1`?
ALOX12 inh: 28%[176 µM]

Results for COc1ccc(NC(=O)C2=C(C)NC(=O)NC2c2cccc(OCc3ccccc3)c2)cc1 (stereo not given) ?
ALOX12 inh: -10%

Results for Cn1c(=O)c2c(-c3ccccc3)n(-c3ccccc3)cc2n(C)c1=O ?
ALOX12 inh: -62%

How did CCc1nncn1C1CCN(S(=O)(=O)c2cccc(OC)c2)CC1 do in these assays?
ALOX12 inh: 79µM*

What do the screens show for `COc1cc(C(=O)O)cc(CC(C)Cl)c1OC` (stereo not given)?
ALOX12 inh: 5%

How did COc1ccc(Nc2cc3c(cn2)cc(-c2cccnc2)n3C)cn1 do in these assays?
ALOX12 inh: 1%

Results for O=C(c1ccco1)N1CCC(N2CCCC(C(=O)N3CCCC3)C2)CC1 (stereo not given) ?
ALOX12 inh: 0%

How did COc1cc(CC(=O)N2CCN(C(=O)c3ccc4ccccc4c3)CC2)cc(OC)c1OC do in these assays?
ALOX12 inh: 21%

Results for COc1ccc(N2C(=O)CSC23CCN(C(=O)c2ccc(C)cc2)CC3)cc1 ?
ALOX12 inh: 28%

What do the screens show for `CN(C)C[C@@H]1CN(c2ccncn2)C[C@H]1NC(=O)Cc1ccsc1`?
ALOX12 inh: 58%[activator]

How did COC(=O)c1cc(S(=O)(=O)NCC2CCN(C(=O)C(=O)c3cccs3)CC2)cs1 do in these assays?
ALOX12 inh: 0%

Results for CCOc1cccc(C(=O)N(Cc2ccc(F)cc2)c2ccccn2)c1 ?
ALOX12 inh: -2%

Results for Cc1noc(-c2ccc(OC3CN(C(=O)NC4CCCCC4)C3)cc2)n1 ?
ALOX12 inh: 38%[activator]

Results for Cc1ccc(CC(=O)NCc2ccc(COC(C)C)cc2)cc1 ?
ALOX12 inh: 9%

Results for C[C@H](CO)N1C[C@H](C)[C@@H](CN(C)S(=O)(=O)c2ccc(Cl)cc2)OCc2cnnn2CCCC1=O ?
ALOX12 inh: 0%

How did O=C(c1ccc(F)cc1)N1CCC2(CC1)OCC(C(=O)N1CCCC1)N2C(=O)c1cccc(F)c1 (stereo not given) do in these assays?
ALOX12 inh: 40%[activator]

Results for O=C(C[C@@H]1CC[C@@H]2[C@H](COC[C@H](O)CN2C(=O)Nc2ccc(F)cc2)O1)NCCc1ccncc1 ?
ALOX12 inh: -24%

What do the screens show for `CC(=O)Nc1cccc(-c2cnc3n[nH]c(-c4ccc(F)cc4C)c3n2)c1`?
ALOX12 inh: 3%[176 µM]

How did Cc1c(C(=O)N(C)Cc2cccc3ncccc23)cnn1-c1nccc(-c2ccccc2F)n1 do in these assays?
ALOX12 inh: -3%

What do the screens show for `COc1cc(SC)ccc1C(=O)N[C@H]1CCN2C(=O)N(c3cccc(SC)c3)C(=O)[C@@H]2C1`?
ALOX12 inh: 9%

Results for O=c1c2c(nc3cc(-c4ccccc4)[nH]n13)CN(S(=O)(=O)Cc1cccc(F)c1)CC2 ?
ALOX12 inh: 2%

What do the screens show for `Cc1ccc(OCC(=O)Nc2ccc3c(c2)nc(CCn2nc(C)cc2C)n3C)cc1`?
ALOX12 inh: -1%

How did O=C(COc1ccccc1)N1CCN(c2cc(C(F)(F)F)ncn2)CC1 do in these assays?
ALOX12 inh: -1%

What do the screens show for `CCC(C)NC(=O)Nc1sc(C)c(C)c1C#N` (stereo not given)?
ALOX12 inh: inconclusive

How did CCOc1ccc(C(=O)NCc2coc(-c3cccs3)n2)cc1 do in these assays?
ALOX12 inh: 5%

Results for CN(C)c1ccc(NC(=O)COc2ccc(-c3nnc4n3CCCC4)cc2)cc1 ?
ALOX12 inh: -15%

Results for COc1cc2c(cc1C(=O)N1CC[C@@](O)(C3CCOCC3)[C@H](C)C1)CCC2 ?
ALOX12 inh: 27%

Four records drawn at random from those above, as already listed:
What do the screens show for `CCOC(=O)Cc1nnc(SC(C)C(=O)Nc2ccc(C)c(F)c2)n1C` (stereo not given)?
ALOX12 inh: 2%

Results for Cn1c(=O)c2c(-c3ccccc3)n(-c3ccccc3)cc2n(C)c1=O ?
ALOX12 inh: -62%

Results for Cc1ccc(CN2CC(C(=O)N3CCc4c(nc5cc(-c6ccccc6)[nH]n5c4=O)C3)CC2=O)cc1 (stereo not given) ?
ALOX12 inh: inconclusive

What do the screens show for `COc1ccccc1CCn1cnc(-c2ccccc2)c1C(C)C`?
ALOX12 inh: inconclusive

Continued:
What do the screens show for `Cn1cnc(S(=O)(=O)N2CCCN(C(=O)c3ccco3)CCNC(=O)CC2c2ccccc2)c1` (stereo not given)?
ALOX12 inh: 53%[activator]

How did CCCCn1nc(C(=O)NCC(c2ccco2)N2CCCC2)c2ccccc2c1=O (stereo not given) do in these assays?
ALOX12 inh: 9%

What do the screens show for `CC(=O)c1cc2cccc(OC3(C)CCN(Cc4ccc(-c5ccccn5)cc4)C3)c2o1` (stereo not given)?
ALOX12 inh: -6%

Results for O=C(c1cncc(Br)c1)N1CCCN(C(=O)C2CC2)c2ccccc21 ?
ALOX12 inh: -3%

What do the screens show for `Oc1ccc2c(-c3ccc(F)cc3)noc2c1`?
ALOX12 inh: inconclusive

Results for CC(=O)Nc1cccc(C(C)NC(=O)NOCc2ccccc2)c1 (stereo not given) ?
ALOX12 inh: 9%

A portion of the library (hit frequency here may not be typical).
